KCNQ2 block: KCNQ2 channel blockers in CHO-K1 cells – cell-based, FluxOR thallium flux, B-score, primary screen (AID 2156); B-score at 10 µM; 20 min; stronger effect = lower value; O88943; hit rate 1.1% among 310,000;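 active = fluorescence ratio B-score at most minus 3 library SDs, with starting brightness B-score within 2 library SDs, cut at about -5.5 in these data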
CHT inh: human CHT choline transport inhibition. Q9GZV3. CHT-expressing cells, membrane potential dye, choline response; stronger effect = lower value. B-score at 10 µM. hit rate 0.86% among 310,000;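 active = B-score over 3 SD under the library average, and starting fluorescence ratio not unusually high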;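 also: choline stimulus applied at its EC90 after an EC20 pre-addition; B-score computed on integrated fluorescence ratio after choline addition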
Target sequence (Q9GZV3 whole entry, looked up): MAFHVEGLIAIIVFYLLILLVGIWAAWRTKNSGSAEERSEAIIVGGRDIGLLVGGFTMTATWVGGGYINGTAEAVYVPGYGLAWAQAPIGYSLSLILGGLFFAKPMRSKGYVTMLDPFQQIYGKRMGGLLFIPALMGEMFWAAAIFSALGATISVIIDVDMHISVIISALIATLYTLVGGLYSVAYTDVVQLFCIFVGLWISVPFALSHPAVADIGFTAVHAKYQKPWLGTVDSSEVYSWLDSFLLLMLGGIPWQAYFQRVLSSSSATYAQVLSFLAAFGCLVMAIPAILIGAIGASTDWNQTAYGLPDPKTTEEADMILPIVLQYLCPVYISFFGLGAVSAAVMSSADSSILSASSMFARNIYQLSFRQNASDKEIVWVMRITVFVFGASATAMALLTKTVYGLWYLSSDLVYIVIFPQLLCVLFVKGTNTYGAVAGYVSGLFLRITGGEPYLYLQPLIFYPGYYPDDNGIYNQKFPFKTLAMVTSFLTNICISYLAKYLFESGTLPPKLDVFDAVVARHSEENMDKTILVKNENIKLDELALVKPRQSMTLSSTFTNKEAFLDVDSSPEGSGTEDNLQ
An asterisk follows results filed as active; i = inactive; · = no result given. This is a random part of the collection; 1.9% or so of the library scored in one or more.

SMILES | KCNQ2 block | CHT inh
Cc1ccc(CN2C(=O)CSC2c2ccc(F)cc2)cc1 (configuration not stated) | i | i
COc1cccc(C(=O)Nc2ccc3c(c2)C(=O)c2ccccc2C3=O)c1 | i | i
CCN(CC)S(=O)(=O)c1ccc(/C=C/C(=O)OCC(=O)N(C)C)cc1 | i | i
CCOC(=O)N1CCN(C(=O)c2ccc(-n3c(=S)[nH]c4ccccc4c3=O)cc2)CC1 | i | i
CCOc1cc(NC(=O)c2ccco2)c(OCC)cc1NC(=O)c1ccco1 | i | i
Cc1ccccc1/C(N)=N/OC(=O)c1ccc(F)cc1 | i | i
CCCNC(=O)C(=O)NCc1ccccn1 | i | i
Cc1cc(C(=O)N/N=C/c2c3ccccc3cc3ccccc23)n[nH]1 | i | i
CC(C)(C)OC(=O)N1CCC(CNC(=O)c2cccs2)CC1 | i | i
Cc1ccc(CNC(=O)c2ccc(OCC3CCCO3)cc2)cc1 (configuration not stated) | i | i
Cc1cc(C)nc(NC(=O)c2cc([N+](=O)[O-])cc([N+](=O)[O-])c2)n1 | i | i
COc1ccc(NC(=S)N(Cc2ccc(Cl)cc2)Cc2ccc(C(=O)O)cc2)cc1Cl | i | i
CCCN(CCC)C(=O)CC(c1ccccc1)c1cc(C)ccc1O (configuration not stated) | -6* | i
N#CCc1nn(-c2ccc(Cl)cc2)c(N)c1C#N | i | i
CCOC(=O)C1=C(COC(=O)c2c(OC)cccc2OC)NC(=O)NC1C (configuration not stated) | i | i
O=C(NC(Cc1ccccc1)C(=O)O)/C(=C/c1ccccc1)NC(=O)c1cccc(Br)c1 (configuration not stated) | i | i
O=C(CCCCn1c(=O)c2ccccc2n(Cc2ccc(F)cc2Cl)c1=O)NCc1ccco1 | i | i
O=C(CCc1ccccc1)NC(=S)Nc1ccccc1[N+](=O)[O-] | i | i
Cc1ccc(C(=O)NC2CC3CCC(C2)N3Cc2ccco2)cc1 (configuration not stated) | i | i
CC(=O)c1ccc(N2CCC(c3cc(-c4ccc(Cl)cc4)n[nH]3)CC2)c([N+](=O)[O-])c1 | i | i
COC(=O)c1cc(NC(=O)c2cccc(C(F)(F)F)c2)c(=O)oc1C/C=N/OCc1cccc(Cl)c1Cl | -7.7* | i
Cc1ccc(CNCC(O)(c2ccc(F)cc2)c2ccc(F)cc2)cc1 | i | i
O=C(Nc1ccnn1C1CCN(Cc2ccc(Cl)cc2)CC1)C1CCCC1 | i | i
CCc1ccccc1NC(=O)NCc1ccc2c(c1)OCO2 | i | i
CCOc1cc2[nH]c(=S)n(CCCN3CCCC3=O)c(=O)c2cc1OCC | i | i
Cc1c(C)c2cc(Cl)c(O)c(CN(C)C)c2oc1=O | i | i
O=C1c2ccccc2C(=O)N1CCCOc1ccccc1 | i | i
CC(Sc1nnnn1C)C(=O)Nc1ccc(N2CCOCC2)cc1 (configuration not stated) | i | i
C=C(C)Cn1c(C2CC(=O)N(c3ccccc3F)C2)nc2ccccc21 (configuration not stated) | i | i
COc1cccc(OC)c1C(=O)N1CCN=C1SCc1cccnc1 | i | i
COc1ccccc1OCCNC(=O)C(CCSC)NS(=O)(=O)c1ccccc1F (configuration not stated) | i | i
CCCCNC(=O)CSc1nc2ccc(NC(=O)CSc3nnc(N)s3)cc2s1 | i | i
O=C1CN(C(=O)COC(=O)/C=C/c2ccc(OC(F)F)cc2)c2ccccc2N1 | i | i
COc1ccc(NC(=O)c2c([N+](=O)[O-])c(C(C)(C)C)nn2C)cc1 | i | i
Cc1ccc(N2C(=O)[C@@H]3C(c4ccc(F)cc4)=NO[C@@H]3C2=O)cc1 | i | i
Cc1c(OCC(N)=O)ccc2c(-c3ccccc3)cc(=O)oc12 | i | i
Cc1cccc(C)c1-n1nnnc1S(=O)(=O)Cc1ccccc1Cl | · | i
CN(CC(=O)Nc1ccccc1Br)C(=O)c1cccc([N+](=O)[O-])c1 | i | i
Cn1c(N)c(N=Nc2ccc(S(N)(=O)=O)cc2)c(=O)n(C)c1=O | i | i
CN(C)C1(CNC(=O)c2cccc(S(=O)(=O)Nc3ccc(Br)cc3)c2)CCCCC1 | i | i
CCn1c(SCC(=O)N/N=C/c2ccc(O)c(OC)c2)nc2ccccc21 | i | i
CN(C)C(CNC(=O)CN1C(=O)NC2(CCc3ccccc32)C1=O)c1ccco1 (configuration not stated) | i | i
Cc1cc(C)nc(N(C#N)CN2C(=O)c3ccccc3C2=O)n1 | i | i
COc1cnc(-c2ccccn2)nc1Sc1ccccc1Cl | i | i
CC(=O)Nc1sc(NC(=O)c2ccccc2)nc1-c1cccs1 | i | i
COc1ccc(-c2cc(C(=O)OCC(=O)NC(C)C)c3ccccc3n2)cc1 | i | i
CC1(C)Cc2cccc(OCC(=O)N3CCN(c4ccccc4Cl)CC3)c2O1 | -6.2* | i
Cc1cccc(C(C#N)c2ccc(Cl)nn2)c1 (configuration not stated) | i | i
CCCOc1ccc(CSC(=N)N)cc1C(=O)OC | i | i
CC(O)CN1CCN(C(=O)CN2C(=O)NC(c3ccccc3)(c3ccccc3)C2=O)CC1 (configuration not stated) | i | i
O=C(NNC(=O)c1ccccc1-n1cccc1)c1ccc(Cl)cc1Cl | i | i
COc1ccccc1-c1c(C)nn2c(C)cc(C)nc12 | i | i
O=C(NCCCNC(=O)c1ccccn1)c1ccc(F)cc1 | i | i
C[C@]12CCC3c4ccc(OCC(=O)O)cc4CCC3C1CCC2=O (some centres not stated) | i | i
Cc1ccc(NC(=O)c2cc3cccc([N+](=O)[O-])c3[nH]2)cc1 | i | i
CCC(C)/C(C)=N/NC(=O)c1ccccc1OCCOc1ccccc1 (configuration not stated) | i | i
COC(=O)N/N=C/c1cn(Cc2ccccc2F)c2ccccc12 | i | i
Cc1cc(NC(=O)c2c(F)cccc2Cl)no1 | i | i
CC(=O)Nc1ccc(S(=O)(=O)N2CCN(c3nnnn3-c3ccccc3)CC2)cc1 | i | i
O=C(CNC(=O)c1ccccc1Cl)N/N=C/C=C/c1ccccc1 | i | i

Next part.
SMILES | KCNQ2 block | CHT inh
Cc1cc(C(=O)OCC(=O)NC2CCCCC2)c(C)o1 | i | i
CCSc1nnc(NC(=O)c2cccnc2Cl)s1 | i | i
O=C(Nc1ccc(-c2csc(-c3ccccc3)n2)cc1)c1ccccc1Cl | i | i
Cc1cccc(NC(=O)NC2CC3CCC(C2)N3Cc2ccco2)c1 (configuration not stated) | i | i
Cc1nn(C(=O)C2CC2)c(C)c1Sc1ccc(Cl)cc1 | i | i
O=C(CN(Cc1ccc(F)cc1)C(=O)CCC(=O)Nc1ccccn1)NCc1ccco1 | i | i
O=[N+]([O-])c1cccc(OCc2cn3cccnc3n2)c1 | i | i
CCC1=Nc2cc(C(=O)NCc3ccco3)ccc2Sc2ccc(C)cc21 | i | i
CCCC(=O)NC(NC(=S)Nc1c(C)n(C)n(-c2ccccc2)c1=O)C(Cl)(Cl)Cl (configuration not stated) | i | i
COc1cc(CNCCSc2nnnn2C)cc(OC)c1OC | i | i
CC(C)Cc1ccc(C(C)C(=O)N2CCOCC2)cc1 (configuration not stated) | i | i
O=C(NNC(=O)c1cccnc1)NC1CCCCC1 | i | i
COc1ccc(N/C=C\C(=O)c2ccc3ccccc3c2)cc1 | i | i
Cc1ccc(Cl)cc1N(CC(=O)NC1CCCCC1)S(C)(=O)=O | i | i
CCCc1cc(=O)oc2cc(OC(C)C(=O)NCC3CCC(C(=O)O)CC3)ccc12 (configuration not stated) | i | i
O=C(COC(=O)c1cccc(O)c1)NCc1ccc2c(c1)OCO2 | i | i
COc1cc(C)c(S(=O)(=O)N2CCOCC2)c(C)c1C | i | i
CCOC(=O)Cc1csc(NC(=O)CCS(=O)(=O)Cc2ccccc2)n1 | i | i
O=C(Nc1ccnn1C1CCN(CCCC2CCCC2)CC1)c1ccccc1Cl | i | i
COc1cccc(-c2nn(-c3ccccc3)cc2/C=C(\C#N)C(=O)NCCCn2ccnc2)c1 | i | -6.6*

Profiles, quoted from the list.
O=C(Nc1ccnn1C1CCN(CCCC2CCCC2)CC1)c1ccccc1Cl across the screens: KCNQ2 block: i; CHT inh: i
Cc1ccc(Cl)cc1N(CC(=O)NC1CCCCC1)S(C)(=O)=O across the screens: KCNQ2 block: i; CHT inh: i
CCCC(=O)NC(NC(=S)Nc1c(C)n(C)n(-c2ccccc2)c1=O)C(Cl)(Cl)Cl (configuration not stated) across the screens: KCNQ2 block: i; CHT inh: i

As a short view, two of the compounds above:
SMILES | KCNQ2 block | CHT inh
CCc1ccccc1NC(=O)NCc1ccc2c(c1)OCO2 | i | i
CCOc1cc2[nH]c(=S)n(CCCN3CCCC3=O)c(=O)c2cc1OCC | i | i

(more compounds)
SMILES | KCNQ2 block | CHT inh
CC1CCCCC1NC(=O)C1CCC(CNS(=O)(=O)c2ccccc2)CC1 (configuration not stated) | i | i
CCOc1ccc(N(C(=O)c2snc(C(N)=O)c2N)C(C(=O)NCC2CCCO2)c2ccco2)cc1 (configuration not stated) | i | i
CC(=O)Nc1ccc(S(=O)(=O)Nc2ccccn2)cc1 | i | i
Cc1cccc(-n2nnc(C(=O)NCc3ccccc3Cl)c2N)c1 | i | i
CCC(C)N1CCN(C(=O)C2CCN(S(=O)(=O)c3c(C)noc3/C=C/c3ccco3)CC2)CC1 (configuration not stated) | i | i
CC(CCc1ccccc1)NC(=O)CSc1ccccc1 (configuration not stated) | i | i
CCOC(=O)CC(=O)Nc1ccccc1C(=O)O | i | i
O=C(Nc1ccnn1C1CCN(Cc2ccccn2)CC1)c1cccc(F)c1 | i | i
CCc1cccc(CC)c1NC(=O)CCCSc1nc2ccccc2s1 | i | i
N#C/C(=C(/O)CN1CCOCC1)c1nc2ccccc2s1 | i | i
O=C(CNC(=O)/C(=C\c1ccccc1)NC(=O)c1ccc(Br)cc1)OCc1ccccc1 | i | i
CC12CCC(C(=O)NCc3ccccc3Cl)(CC1=O)C2(C)C (configuration not stated) | i | i
O=C(NCC1CC1)NC(=O)c1c(F)cccc1Cl | i | i
CCCNCC1C(Oc2ccc(Cl)cc2Cl)C(=O)N1c1cccc(C)c1C (configuration not stated) | i | i
CCc1ccc(NC(=S)Nc2cccc(OC)c2)cc1 | i | i
CC(C)NC(=O)CSc1nc2ccccc2c(=O)n1CCCOC(C)C | i | i
N#Cc1cccc(C(c2nnnn2C2CCCC2)N2CCC(Cc3ccccc3)CC2)c1 (configuration not stated) | i | i
Cc1cc(=O)oc2cc(OCC(=O)c3ccccc3)ccc12 | i | i
COc1ccc(C)cc1S(=O)(=O)N1CCCCC1 | i | i
Cc1ccc2c(c1)cc(CN(C(=O)N1CCOCC1)C1CCCC1)c1nnnn12 | i | i
O=C(Nc1ccccc1)Nc1cccc(C(F)(F)F)c1 | i | i
Clc1ncc(CN2CCN(c3ccccc3)CC2)s1 | i | i
CCOC(=O)N1CCN(S(=O)(=O)c2c(C)nc3scc(C)n3c2=O)CC1 | i | i
CC1CN(S(=O)(=O)c2ccccc2)CC(C)O1 (configuration not stated) | i | i
Cc1cc(C)c(C#N)c(SCC(=O)C(C)(C)C)n1 | i | i
CC(C)(C)NC(=O)CSc1nc2[nH]ncc2c(=O)[nH]1 | i | i
C=CCNc1nc(C(=O)OCC(=O)Nc2ccc(S(N)(=O)=O)cc2)cs1 | i | i
Cn1nc(-c2ccc(C(=O)NCCO)cc2)c2ccccc2c1=O | i | i
O=C(NCc1ccccn1)c1cc(-c2ccccc2)nc2ccccc12 | i | i
COC(=O)COc1ccc(NC(=O)C2CCCO2)cc1 (configuration not stated) | i | i
CCCn1c(CC)nc([N+](=O)[O-])c1Sc1ccc(C)cc1 | i | i
CC(=O)Oc1ccc(/C=C2/SC(=S)N(Cc3ccccc3)C2=O)cc1 | i | i
O=C(C1CCN(c2ncnc3c2nc2n3CCCCC2)CC1)N1CCCCC1 | i | i
Cc1cc(S(=O)(=O)NCC(c2ccc3c(c2)OCO3)N2CCOCC2)ccc1F (configuration not stated) | i | i
CCn1c(CNc2ccc(Cl)cc2)nnc1SCC#N | i | i
COc1ccc(/C=N/OC(=O)c2ccc(Cl)cc2)c(Cl)c1OC | i | i
CCOC(=O)C1CCN(C(=O)CCCCn2c(=O)[nH]c3ccccc3c2=O)CC1 | i | i
CCC1Oc2nc(SC)nnc2-c2ccccc2N1C(=O)c1ccccc1 (configuration not stated) | i | i
CCCCN1C(Nc2ccccc2)=NC[C@@H]1C | · | i
COc1ccccc1Nc1ncc(C(=O)N2CCC(C(N)=O)CC2)c2ccccc12 | · | i
CC(=O)Nc1c(NC(C)(C)C)c2ccccc2oc1=O | i | i
COc1ccc(-n2c(C)c(C)c3c(NCCCO)ncnc32)cc1 | i | i
CC(C)CNC(=S)N1CCN(Cc2ccc3c(c2)OCO3)CC1 | i | i
O=C1c2ccccc2NC(c2ccccn2)N1c1ccccc1F (configuration not stated) | i | i
CCN1C(=O)[C@H]2[C@@H](c3ccc(-c4ccccc4)cc3)N3CCC[C@@]3(C(=O)OC)[C@H]2C1=O | i | i
O=C(c1ccc(OC2CCN(Cc3ccccc3C(F)(F)F)CC2)cc1)N1CCCCC1 | i | i
CN(C)/C(Cn1cncn1)=C1/N=C(c2ccccc2)OC1=O | i | i
COCCCNC(=O)c1ccc(-c2nc3ccccc3nc2-c2ccccc2)cc1 | i | i

Two entries from above, as a markdown table:
| canonical_smiles | KCNQ2 block | CHT inh |
| --- | --- | --- |
| CC(CCc1ccccc1)NC(=O)CSc1ccccc1 (configuration not stated) | i | i |
| CCOC(=O)CC(=O)Nc1ccccc1C(=O)O | i | i |

A second format for some results above:
Below each compound – KCNQ2 block, CHT inh
> O=C(c1ccc(OC2CCN(Cc3ccccc3C(F)(F)F)CC2)cc1)N1CCCCC1
  i, i
> CC(=O)Nc1c(NC(C)(C)C)c2ccccc2oc1=O
  i, i
